# Lmaj promast: Leishmania major promastigote growth inhibition | Leishmania major promastigotes, resazurin fluorescence viability | AID 1063 | actives 9% (n = 200,000) | inhibition, % at 10 µM; in the data active = inhibition above about 50%;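 note: promastigotes grown with compound for 44 hours at 28 °C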
# TNAP inh hiacc: TNAP (human) inhibition, high acceptor. purified TNAP, CDP-star luminescence, 1 M DEA. AID 1135. inhibition, % at 20 µM. actives 0.03% (n = 200,000);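 active = over 50% inhibition of tissue-nonspecific alkaline phosphatase at 20 µM in the single-dose screen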;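 note: plate controls were DMSO wells for no effect and EDTA-quenched wells as full inhibition for full effect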
# Target sequence (P05186 whole entry, looked up): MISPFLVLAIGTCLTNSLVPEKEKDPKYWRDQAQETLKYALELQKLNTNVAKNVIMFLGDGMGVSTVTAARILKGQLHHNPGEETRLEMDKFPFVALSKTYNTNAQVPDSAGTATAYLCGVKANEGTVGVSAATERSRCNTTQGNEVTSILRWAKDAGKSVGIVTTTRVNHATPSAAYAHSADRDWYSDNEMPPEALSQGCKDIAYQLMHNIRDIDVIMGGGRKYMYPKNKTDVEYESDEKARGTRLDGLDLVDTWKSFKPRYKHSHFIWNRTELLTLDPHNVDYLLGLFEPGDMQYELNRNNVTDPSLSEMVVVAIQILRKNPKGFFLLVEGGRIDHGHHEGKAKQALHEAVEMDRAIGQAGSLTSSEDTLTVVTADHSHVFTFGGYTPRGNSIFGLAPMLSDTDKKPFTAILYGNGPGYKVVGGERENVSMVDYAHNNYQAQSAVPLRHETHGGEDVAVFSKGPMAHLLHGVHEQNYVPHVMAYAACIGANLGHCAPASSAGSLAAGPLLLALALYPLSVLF
# PMI act: activators of human phosphomannose isomerase; activation factor at 20 µM; purified human PMI, coupled resazurin fluorescence, 20 min; active compounds read high; 1 = vehicle control, 0 substrate-free wells; actives 0.005% (n = 190,000);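 active = activation factor of 2 or more at 20 µM, relative to plate controls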
# PMI act hi M6P: increases human PMI activity with near-saturating mannose 6-phosphate | P34949 | coupled PMI enzyme assay, resazurin fluorescence, 20 min; active compounds read high; 1 = untreated enzyme, 0 = substrate-free blank | activation factor at 20 µM | actives 0.34% (n = 190,000) | AID 1216;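 active = activation factor of 2 or more at 20 µM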
#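 Material: human phosphomannose isomerase with PGI, G6PDH, diaphorase coupling enzymes / Reagent: Man-6-P substrate 1.0 mM / Dosing: single compound dose of 20 µM, 1% DMSO final / Incubation: enzyme reaction with compound 20 min at room temperature / Signal: resorufin fluorescence (Ex 544/Em 590 nm) from resazurin via diaphorase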
# S1P3 antag: S1P3 (human) receptor antagonism; CHO S1P3 NFAT-BLA reporter, FRET fluorescence, antagonist mode; actives 0.27% (n = 170,000); inhibition, % at 4.98 µM; AID 485;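 active = inhibition above the plate cutoff, the mean inhibition of test wells on that plate plus 3 SD, cut at about 28% in these data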;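 note: cells challenged with S1P at its EC80 of 0.8 µM; blue over green emission ratio from cleaved BLA substrate after 4 h stimulation; 0% = S1P-stimulated wells and 100% = unstimulated DMSO-only wells; some compounds past the cut are filed as inactive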
# Target sequence (Q99500 whole entry, looked up): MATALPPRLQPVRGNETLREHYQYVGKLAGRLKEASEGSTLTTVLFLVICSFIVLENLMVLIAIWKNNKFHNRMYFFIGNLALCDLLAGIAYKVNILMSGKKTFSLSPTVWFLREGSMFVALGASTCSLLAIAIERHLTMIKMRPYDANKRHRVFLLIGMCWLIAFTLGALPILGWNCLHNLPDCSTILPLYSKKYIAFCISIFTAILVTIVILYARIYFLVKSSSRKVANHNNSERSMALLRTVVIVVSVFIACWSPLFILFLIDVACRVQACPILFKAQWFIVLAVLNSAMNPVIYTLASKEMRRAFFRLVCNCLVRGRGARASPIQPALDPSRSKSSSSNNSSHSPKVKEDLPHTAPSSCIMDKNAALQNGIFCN
# TNAP inh noacc: TNAP (human) inhibition, acceptor-free conditions | purified TNAP, CDP-star luminescence, 30 min | inhibition, % at 20 µM | actives 0.26% (n = 200,000) | AID 1012;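 active = tissue-nonspecific alkaline phosphatase inhibition above about 50% at 20 µM in the single-dose screen, limit read from the data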;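 note: 0% = DMSO negative control and 100% = EDTA positive control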
# HMGR II inh: blocks class II HMG-CoA reductase of Enterococcus faecalis. purified E. faecalis HMGR, NADPH absorbance 340 nm kinetic. inhibition, % at 10 µM. actives 0.41% (n = 190,000). AID 1066;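 active = inhibition above a set limit, the median over all tested compounds plus 3 SD, cut at about 9.5% in these data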;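 note: enzyme runs in reverse so mevalonate oxidation gives rising NADPH absorbance; 0% = complete reaction with DMSO and 100% = background rate lacking mevalonate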
# Redox H2O2 prof: compounds producing H2O2 with reducing agent – biochemical, NIH compound library profiling, artefact control for MLSCN library redox annotation, primary screen; DTT-dependent redox cycling H2O2, phenol red/HRP absorbance; 100% = 100 µM peroxide control, 0% = buffer; activation, % at 10 µM; actives 0.03% (n = 200,000); AID 878;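 active = activation of at least 50% relative to the plate's high and low controls in the primary single-dose screen; inactive = activation below 50%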;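 note: compound incubated with DTT at 0.8 mM final as the reducing agent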
# RAM inhibit: blocks the yeast RAM network. inhibition, % at 50 µM. S. cerevisiae dse1pr::URA3 reporter, 5-FOA growth OD615, 2 d; analog-sensitive cbk1-as2 kinase mutant strain. actives 1.8% (n = 190,000);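 active = inhibition above a set limit, 3 SD over mean compound inhibition, cut at about 8.4% in these data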;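 note: 0% = DMSO-only wells with no growth and 100% = 10 µM 1-NA-PP1 full growth; inhibition rescues growth on 5-FOA so higher OD means more RAM inhibition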
# Hsp70 act: Hsp70 transcriptional activation, primary screen; activation, % at 10 µM; HeLa Hsp70 promoter luciferase reporter, luminescence; scaled: vehicle 0, proteasome-inhibitor control 100%; actives 0.04% (n = 200,000);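 active = activation above the mean across all tested compounds plus 3 SD, cutoff set per campaign, cut at about 5.5% in these data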;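 note: 100% = MG132 at 30 µM as the positive control and 0% = DMSO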
# * hit, by the source's call; . = not tested or not shown.
SMILES,Lmaj promast,TNAP inh hiacc,PMI act,PMI act hi M6P,S1P3 antag,TNAP inh noacc,HMGR II inh,Redox H2O2 prof,RAM inhibit,Hsp70 act
Cc1ccc(OCC(=O)N/N=C/C=C/c2ccco2)cc1,76*,-1,0.8,0.5,.,-2,0,-7.4,2.7,-0.4
CC(=O)NC(=S)Nc1cccc([N+](=O)[O-])c1,-5,-2,1,1,-13,-10,2,-1.1,0.4,0.1
Cc1ccc(C(=O)c2sc3nsc(C)c3c2N)cc1,-3,0,1,1,.,-8,-7,0.1,1.6,0.5
COc1cc2c(cc1OC)CN(C(=S)Nc1c(C)cccc1C)CC2,0,2,0.8,1,-3,-8,-1,0.1,-0.1,0.0
CSc1ccccc1-c1nnc(-c2ccc(C)cc2)o1,27,0,1,1,.,7,-5,1.8,14*,0.6
CN1CC(c2ccccc2)C2(SC(=S)N(Cc3ccco3)C2=O)C12C(=O)Nc1ccccc12 (centres undefined),98*,2,0.9,0.9,.,2,-1,0.6,3.5,-0.3
CCCOC(=O)c1[nH]c2c(c1C)C(=O)CC(c1ccc(OC)c(OC)c1)C2 (centres undefined),-6,-1,0.9,0.9,2,-7,-6,0.6,5.5,-0.4
CCCNC(=O)Cn1c(-c2ccc(F)cc2)cc(C(=O)OCC)c1C,11,-2,1,1,-12,-11,-6,0.3,3.9,0.0
CCO/N=C(/C)c1c(O)cc(C(C)(C)C)n(-c2ccccc2)c1=O,16,-1,1.1,1,10,-8,0,-0.4,1.1,0.0
Cc1onc(-c2ccccc2)c1C(=O)N1CCCN(C(=O)c2c(-c3ccccc3)noc2C)CC1,0,0,1,1,5,-8,-4,1.9,0.4,-0.2
O=C(C(=O)N1CCc2ccccc2C1)c1cn(CC(=O)N2CCOCC2)c2ccccc12,-5,-4,1.1,1.2,-27,15,-1,0.2,1.1,-0.2
O=C(CS(=O)(=O)Cc1ccccc1)N1CCc2ccccc21,-7,4,0.9,0.8,0,-5,0,1.4,2.4,-0.1
CCCCC(=O)N(CCOC)c1nnc(-c2ccc(OC)cc2)s1,-6,-1,1,1,15,-2,-2,-2.0,4.4,-0.1
COC(=O)c1cnn2c(C(F)(F)F)cc(-c3ccccc3)nc12,-3,0,1.1,1.1,.,-7,6,0.5,4.2,-0.1
CCOc1ccc(OCC)c(NC(=O)CSCC(=O)O)c1,-5,-5,1,1.1,1,-15,-5,1.5,-1.4,-0.3
CCn1nnc(NC(=O)c2c(OC)cccc2OC)n1,-6,-2,1.1,1,-29,-9,2,0.1,2.2,0.1
CCCCNC(=S)Nc1ccccc1F,-1,0,0.6,0.4,.,5,-6,2.2,0.3,-0.2
O=P(OC1CCCCC1)(OC1CCCCC1)C(O)c1ccc(Cl)cc1Cl (centres undefined),52*,-4,0.8,0.8,.,-4,2,-0.1,3.4,-0.4
O=C1CN(C(=O)COC(=O)C2=COCCO2)c2ccccc2N1,-3,-4,1,1,9,-15,-1,2.0,2.9,0.0
COc1ccccc1N(CC(=O)NC1CCCC1)C(=O)c1oc(C(C)(C)C)cc1C,62*,-7,0.9,0.9,17,-11,2,0.5,1.4,-0.3
O=C(C1CC1(c1ccccc1)c1ccccc1)N1CCOCC1 (centres undefined),2,-5,1,1,.,-10,-1,0.0,2.2,-0.2
CCn1c(SCC(=O)N2CCCC2)nc2c1c(=O)n(C)c(=O)n2C,7,-6,1,0.9,14,-18,-3,-0.8,1.8,-0.1
COCCN(C(=O)Cc1cccs1)C(C(=O)NCc1ccc(OC)cc1)c1ccc(C(C)C)cc1 (centres undefined),28,-6,0.8,0.8,.,-6,2,1.0,4.5,-0.1
Cc1ccc(-c2cc(C(=O)NCc3ccc4c(c3)OCO4)no2)cc1,-2,-2,1,0.9,3,-9,2,2.4,3.6,0.6
COc1cc(OC)c(N(C)S(=O)(=O)c2cccc(C(=O)OCc3c(C)noc3C)c2)cc1Cl,22,-4,1,1,-12,-11,-3,-0.3,3.9,-0.4
COC(=O)/C=C1\SC(=Nc2ccc(Cl)c(Cl)c2)NC1=O,-2,-5,1,0.9,-24,-4,-3,0.0,1.9,-0.1
O=C(OCn1ncc(Br)c(Br)c1=O)c1c(F)cccc1F,100*,0,1,1.1,.,0,-4,0.3,-1.3,3.9
CCOc1cc(/C=C(/C#N)c2ccc(Cl)cc2)cc(Cl)c1OCC(=O)O,-4,-8,0.9,1,16,-8,-4,0.9,5.0,-0.3
Cc1ccc2c(c1)sc[n+]2Cc1ccccc1,-1,0,1.1,1.4,.,23,0,4.9,7.0,0.9
CCn1c(SCC(=O)N/N=C/c2c[nH]c3ccccc23)nnc1-c1ccc(C(C)(C)C)cc1,-4,-13,0.8,0.8,7,-14,-5,0.2,1.8,-0.4
CN1C2C=C(N(CCc3ccccc3)C(=O)c3ccc(Cl)cc3)CC1CC2 (centres undefined),2,-2,0.9,1,5,-7,-2,-0.6,2.5,-0.2
O=C1CCCN1CCNC(=S)Nc1ccccc1,0,-3,1.1,1.1,.,-7,3,0.7,1.9,-0.3
O=C(NC1CCS(=O)(=O)C1)c1ccc(S(=O)(=O)NCC2CCCO2)cc1 (centres undefined),-8,0,1,1,20,2,2,3.2,-1.2,-0.2
COc1ccc(-c2c(C(F)(F)F)oc3c(CN4CCN(C)CC4)c(O)ccc3c2=O)cc1,100*,-6,0.9,0.9,-41,-14,4,3.2,0.3,0.1
CC(=O)Nc1ccc(S(=O)(=O)n2nc(C)cc2C)cc1,-5,-6,0.9,0.9,-42,-9,1,0.6,0.4,-0.5
O=c1oc(-c2ccco2)nc2sc3c(c12)CCCCC3,-6,-4,0.9,0.9,-7,-8,1,-0.2,2.9,-0.1
O=C(c1ccc(N2CN(C(=O)c3ccco3)c3nc4ccccc4nc32)cc1)N1CCOCC1,3,-5,1,1,-15,-18,0,0.8,3.8,0.0
Cc1ccc(C(C)NC(=O)C2CCCO2)cc1C (centres undefined),-1,-7,1.1,1.1,30,4,2,2.9,-0.3,-0.3
CN(Cc1ccccc1)C(=O)COC(=O)c1ccc2ccccc2n1,-3,-1,1.1,1,-17,-6,-3,-1.2,3.2,-0.1
Cc1ccc(-c2nc3ccccc3c(=O)n2CCCn2ccnc2)cc1,1,11,1,1,-1,24,-4,0.7,0.8,0.1
COC(=O)C1=C(C)N=C2SC(C)C(=O)N2C1c1ccc(C(=O)OC)cc1 (centres undefined),-2,-6,1,1,.,-7,-7,-4.3,3.9,0.1
O=c1c2c3c(sc2ncn1/N=C/c1ccc(Br)o1)CCCC3,0,5,1.1,1.1,-20,-1,1,-0.8,2.8,-0.2
COc1ccc(-c2c3c(=O)n(C)c(=O)n(C)c3cn2-c2ccccc2)cc1,9,-2,1.2,1.5,-9,-12,1,-0.3,0.8,-0.2
CC(NC(=O)c1sc2cc([N+](=O)[O-])ccc2c1Cl)C(C)(C)C (centres undefined),-4,-6,0.4,0.8,-12,-12,-2,0.5,2.9,-0.2
O=C(Nc1ccc(Cl)cn1)c1ccc([N+](=O)[O-])o1,100*,0,1,0.9,-20,0,-9,0.3,-1.1,-0.1
CC(C)(C)c1cc(CN2CCC(O)CC2)cc(C(C)(C)C)c1O,21,-4,0.9,1,.,-2,1,0.0,-0.1,-0.1
CC(C)OC(=O)CCC/C=C\C[C@@H]1[C@@H](CC[C@@H](O)CCc2ccccc2)[C@H](O)C[C@@H]1O,.,-2,0.8,0.9,-9,-3,3,.,.,-0.2
O=C(CCCOc1ccc(Cl)cc1Cl)Nc1ccccn1,-6,-5,0.8,0.9,-7,-6,-9,-0.3,1.8,-0.2
O=C(CCCOc1ccccc1)NCC1CCCO1 (centres undefined),-6,-6,1,1.1,-18,-10,-1,0.3,0.3,-0.2
CCOC(=O)c1c(N)nn(C(=O)C(C)C)c1-c1ccc(OC)cc1,12,-5,0.8,0.9,.,15,-7,0.3,-0.3,-0.1
Fc1cccc(CN2CCN(C(=S)NCCc3ccccc3)CC2)c1,38,-9,0.9,0.9,7,-15,0,-0.6,1.5,0.0
S=C(Nc1ccc(Oc2ccccc2)cc1)NC1CCCCCC1,16,-8,0.9,0.9,5,-64,-10,2.0,11*,-0.4
CCOc1ccc2[nH]c(=O)c(C(c3nnnn3Cc3ccco3)N3CCN(C)CC3)cc2c1 (centres undefined),-6,-5,.,.,-3,-9,2,0.8,0.3,-0.1
Cc1ccc(C(=O)N(c2ccccc2)C2CC(C)N(C(=O)c3ccco3)c3ccccc32)cc1 (centres undefined),47,-6,0.8,0.8,.,-5,-6,-0.1,3.0,-0.5
N#CC1=C(N)SC(N)=C(C#N)C1C1C=CCCC1 (centres undefined),-6,-3,0.9,0.8,.,-20,-7,-1.8,0.9,1.0
COc1ccc(OC)c(C(=O)c2coc3ccc(OC(C)=O)cc23)c1,-6,-6,1,1,-4,-9,0,-0.8,2.3,-0.4
O=C(O)/C=C/c1cn(-c2ncc(C(F)(F)F)cc2Cl)c2ccccc12,-7,2,0.8,0.9,.,-2,-2,1.0,3.3,-0.3
Cc1ccccc1Oc1nc2ccccc2n2cnnc12,-3,-3,1,0.9,-5,-8,3,-0.3,1.2,0.1
Cc1ccc2[nH]c(=O)c(CN(CC3CCCO3)C(=O)c3ccco3)cc2c1 (centres undefined),.,2,0.9,1,-10,-4,.,.,.,.
Oc1ccc(C(c2nnnn2C2CCCCC2)N2CCOCC2)cc1 (centres undefined),-3,-7,1,1,-6,-10,-5,-0.4,0.8,-0.3

# Record cards (already shown). Order of screens: Lmaj promast | TNAP inh hiacc | PMI act | PMI act hi M6P | S1P3 antag | TNAP inh noacc | HMGR II inh | Redox H2O2 prof | RAM inhibit | Hsp70 act
# Profile of Cc1ccc2[nH]c(=O)c(CN(CC3CCCO3)C(=O)c3ccco3)cc2c1 (centres undefined) = . | 2 | 0.9 | 1 | -10 | -4 | . | . | . | .
# Profile of COc1ccc(OC)c(C(=O)c2coc3ccc(OC(C)=O)cc23)c1 = -6 | -6 | 1 | 1 | -4 | -9 | 0 | -0.8 | 2.3 | -0.4

# Next results:
SMILES,Lmaj promast,TNAP inh hiacc,PMI act,PMI act hi M6P,S1P3 antag,TNAP inh noacc,HMGR II inh,Redox H2O2 prof,RAM inhibit,Hsp70 act
Cn1cc(CN2CCC(N3CCNC(=O)CC3)CC2)c(-c2ccccc2F)n1,-4,-5,0.9,0.9,8,-9,-8,-0.5,0.8,-0.2
N/C(Cc1ccc([N+](=O)[O-])cc1)=N\OC(=O)Cc1ccccc1,-5,2,0.9,1,-3,-21,-2,-0.3,1.9,0.6
Cc1ccc(-n2ncc3c(=O)n(CC(=O)Nc4cccc(Cl)c4)cnc32)cc1C,0,-2,0.9,0.9,13,-10,1,0.0,2.5,0.2
O=C(NCCN1C(=O)C2C3C=CC(C3)C2C1=O)NCc1ccccc1 (centres undefined),-4,-8,1.1,1.2,-13,-1,-3,-0.8,1.1,0.2
Cc1ccc(CNC(=O)CN2CCN(Cc3ccc(Cl)cc3)C2=O)cc1,-3,-8,1,1.1,.,-18,-2,0.2,0.4,-0.2

# Screens: PubChem BioAssay, several laboratories

# Outcome played no part in choosing rows; 12% or so of the library scored in one or more.
